Screening results from PubChem BioAssay.
LGR2 inh: inhibitors of bursicon-induced LGR2 CRE-luciferase signal, primary screen, cell-based, HEK293, CRE-luciferase reporter, bursicon stimulation; Drosophila bursicon receptor LGR2 (rickets); bursicon-stimulated, 4 h; inhibition, % at 9.99 µM; actives 0.35% (n = 380,000); AID 720647, 2013;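 active = drop in luminescence signal, shown as inhibition above about 50% in the replicate tests, limit read from the data, passing the limit was not always enough; inconclusive = probably only some replicates passing the limit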;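 note: agonist challenge used bursicon conditioned medium at about half maximal strength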
SIRT5 inh: SIRT5 desuccinylase inhibitors, primary screen, biochemical, fluorescence imaging, single point, set 5 | NAD-dependent protein deacylase sirtuin-5, mitochondrial (Homo sapiens), Q9NXA8 | Purified SirT5, succinyl-peptide AMC, trypsin-coupled fluorescence | inhibition, % at 15 µM | actives 1.1% (n = 330,000) | AID 652115, 2013; in the data active = inhibition above about 15%; inconclusive = no clear call, values can overlap the other calls
Target sequence (Q9NXA8 whole entry, looked up): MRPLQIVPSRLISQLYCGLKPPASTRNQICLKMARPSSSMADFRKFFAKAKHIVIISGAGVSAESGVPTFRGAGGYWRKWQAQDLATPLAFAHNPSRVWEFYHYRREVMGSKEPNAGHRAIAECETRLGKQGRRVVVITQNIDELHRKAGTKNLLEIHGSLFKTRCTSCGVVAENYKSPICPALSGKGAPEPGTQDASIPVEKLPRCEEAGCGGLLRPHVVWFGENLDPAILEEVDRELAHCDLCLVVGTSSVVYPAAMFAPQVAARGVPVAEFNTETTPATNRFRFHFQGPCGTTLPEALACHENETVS
FN deposit inh: inhibitors of fibronectin matrix deposition, primary screen, AH1F cells, Alexa488-fibronectin fluorescence, plate reader | AID 743247, 2014 | inhibition, % at 12.6 µM | AH1F fibroblasts, overnight | actives 0.086% (n = 350,000);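 active = mean inhibition across replicates of 30% or more, regardless of how many single replicates reach that level; inconclusive = mean under 30% yet at least half of replicates reach 30%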;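 note: positive control wells lacked labelled fibronectin entirely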
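Assay system: AH1F fibroblasts / Quantity: 10000 cells per well / Medium: DMEM plus 2% serum, read in PBS / Reagent: labelled fibronectin 24 nM / Dosing: single dose, pinned / Times: 1 h cell attachment, overnight exposure to compound and label / Signal: fluorescence, ex 485 nm, em 525 nm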
esBAF inh: Bmi1 luciferase reporter increase in mESCs, primary screen, esBAF inhibitor project, mouse ES cells, Bmi1 luciferase knock-in, single point. 24 h; 100% = twice the neutral-well signal. reporter increase, % at 12.5 µM. actives 2% (n = 350,000). AID 602393, 2012; in the data active = activation above about 40%; inconclusive = no clear call, values can overlap the other calls;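 note: 0% = median of the plate's neutral control wells and 100% = double that signal; a rise in the Bmi1 reporter signal indicates esBAF inhibition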
Casp6 inh: human caspase-6 inhibitors, primary screen, biochemical, VEID-R110 fluorescence, single point, set 2. P55212. purified caspase-6, Z-VEID-R110 cleavage fluorescence. inhibition, % at 12.5 µM. actives 0.53% (n = 350,000);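 active = mean inhibition across replicates at least about 35%, with every replicate also reaching that limit, limit read from the data; inconclusive = only one of the two criteria met; inactive = neither criterion met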;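 note: 0% = median of neutral control wells and 100% = no fluorescence left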
Target sequence (P55212 24-179 limits assumed): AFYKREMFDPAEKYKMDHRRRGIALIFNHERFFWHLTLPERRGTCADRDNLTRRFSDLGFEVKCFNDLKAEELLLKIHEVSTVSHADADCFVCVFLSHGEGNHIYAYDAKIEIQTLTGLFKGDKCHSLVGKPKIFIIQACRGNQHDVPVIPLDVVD
Target sequence (P55212 194-293 limits assumed): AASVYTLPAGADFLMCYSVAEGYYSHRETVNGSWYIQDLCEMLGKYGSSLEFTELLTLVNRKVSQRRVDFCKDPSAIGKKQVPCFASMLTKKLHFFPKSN
S100A4 MyoIIA: inhibitors of S100A4-myosin IIA peptide binding, primary screen, biochemical, fluorescence polarization, TAMRA-MyoIIA peptide. actives 0.14% (n = 360,000). inhibition, % at 10.7 µM. Protein S100-A4 (Homo sapiens), P26447. AID 652163, 2013;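 active = mean inhibition of at least 70% across replicates, with every replicate also reaching that level; inconclusive = mean inhibition reaches 70% but some replicates fall short; inactive = mean inhibition below 70%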
Target sequence (P26447 whole entry, looked up): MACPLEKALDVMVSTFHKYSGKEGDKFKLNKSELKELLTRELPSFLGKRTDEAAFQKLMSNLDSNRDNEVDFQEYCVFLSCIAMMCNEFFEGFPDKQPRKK
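Test system: S100A4 monomer protein; Medium: HEPES pH 7.2 with CaCl2, KCl, NaCl, DTT, Triton; Probe or stimulus: TAMRA-labelled myosin IIA heavy-chain peptide probe, 5 nM; Doses: one dose per compound; Times: polarization read 5 min after assay mix addition, stable 5–60 min; Benchmarks: neutral control DMSO, positive control TFP.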
Statin myotox sup: suppressors of statin myotoxicity in C2C12 myotubes, primary screen, cell-based, single point, plate reader | actives 0.78% (n = 330,000) | rescue of ATP level, % at 7.49 µM | C2C12 myotubes + simvastatin, ATP luminescence, 48 h; scaled: DMSO 0, geranylgeraniol control 100;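 active = mean ATP rescue above about 67%, or every replicate alone reaching that limit, limit read from the data, passing the limit was not always enough; inconclusive = no clear call, values can overlap the other calls; inactive = mean under the limit and some replicate under it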;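 note: myotubes were challenged with 10 µM simvastatin during compound exposure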
Starred values were filed as active, the others as inactive; ? = inconclusive; . = not tested or not shown. A portion of the library, so the mix of outcomes need not match the whole.

SMILES | LGR2 inh | SIRT5 inh | FN deposit inh | esBAF inh | Casp6 inh | S100A4 MyoIIA | Statin myotox sup
C[C@@H]1CN([C@@H](C)CO)C(=O)c2cc(-c3cccc(F)c3)cnc2O[C@H]1CN(C)C(=O)Nc1ccccc1F | 3 | 6 | . | 5 | 2 | -6 | 40
Cc1cc(C)c(S(=O)(=O)NCc2cccnc2)c(C)c1 | 14 | 0 | 0 | 0 | -1 | -2 | 3
CN1C[C@@H]2[C@@H]3C(=O)N(Cc4ccccc4)C(=O)[C@@H]3[C@](Cc3ccccc3)(C1=O)N2C(=O)c1ccc(Cl)cc1 | -17 | -7 | 6 | 0 | -1 | -6 | 15
O=C(O)c1cnn(-c2nc(-c3ccc(F)cc3)cs2)c1C(F)(F)F | 25 | -1 | 4 | 26 | 0 | -1 | -1
O=C(NCC(c1ccc(F)cc1)N1CCOCC1)c1ccc([N+](=O)[O-])o1 (stereo not drawn) | 17 | . | 0 | 7 | 1 | 1 | 3
CNC[C@H]1Oc2cc(-c3cccnc3)ccc2S(=O)(=O)N([C@@H](C)CO)C[C@@H]1C | 17 | 4 | . | -1 | -2 | -21 | -10
CCOc1ccc(NC(=S)N(CCc2c(C)[nH]c3ccccc23)Cc2cccnc2)cc1 | 29 | 2 | 4 | 3 | 4 | -9 | 0
COc1ccccc1Nc1nc(C)cc(C)n1 | -2 | 9 | 8 | -14 | -2 | 7 | 2
S=c1sc2c(Cl)ncnc2n1-c1ccccc1 | 104* | -1 | 12 | -3 | 3 | 1 | 3
CC(OC(=O)CN1C(=O)c2ccccc2C1=O)C(=O)NC1CCCC1 (stereo not drawn) | 5 | -2 | -3 | -4 | -2 | -4 | -1
COc1cc(CN2CCNC(=O)C2CC(=O)NCCc2ncccc2C)cc(OC)c1 (stereo not drawn) | . | -3 | 12 | . | -2 | 6 | .
Cc1cc(C)c2c(CN3CCOCC3)cc(=O)oc2c1C | -6 | -2 | -3 | . | 4 | -5 | .
O=C(O)c1cccc(NS(=O)(=O)c2cccc3cccnc23)c1 | -20 | . | -1 | 2 | -1 | -3 | 4
C[C@H]1CN([C@@H](C)CO)C(=O)c2cccc(NC(=O)Nc3ccc(C(F)(F)F)cc3)c2O[C@@H]1CN(C)C(=O)Nc1ccc2c(c1)OCO2 | 10 | . | . | 6 | . | . | -24
C[C@H](CO)N1C[C@H](C)[C@H](CN(C)C(=O)c2cccnc2)Oc2cc(C#CC3(O)CCCC3)ccc2S1(=O)=O | 11 | -5 | . | -1 | -2 | 2 | -9
CCN(CC(=O)NCc1ccc(F)cc1)C(=O)/C=C/c1ccc(OC)cc1 | 4 | -3 | 8 | 2 | 5 | 0 | 5
CCC/C=C/c1ccc(CN2C(C(C)C)C(=O)N(Cc3cn(CCOCOC)nn3)CCS2(=O)=O)cc1 (stereo not drawn) | -33 | -4 | -17 | -3 | -11 | 1 | 3
Cc1nn(CCCC(=O)NCc2ccccc2Cl)c(=O)c2nccn12 | -2 | -4 | 11 | 3 | 1 | -3 | 6
Cc1ccc(-c2nnc(N3CCCCC3)c3ccccc23)cc1 | -3 | -1 | -1 | -24 | 4 | 10 | -6
COCCNC(=O)CN1C(=O)/C(=C/c2ccccc2)Oc2ccc(C(C)(C)C)cc21 | 6 | -4 | 2 | 1 | -6 | -7 | 3
CC(=O)N1[C@H](CO)[C@H](c2ccccc2)[C@H]1CN(C(=O)c1cccc(F)c1)C(C)C | 15 | 2 | -9 | -2 | -2 | 8 | -4
COCC(=O)Nc1ccc2c(c1)[C@@H]1C[C@H](CC(=O)NCc3ccccn3)O[C@@H](CO)[C@@H]1O2 | -9 | 3 | -12 | 3 | -1 | -4 | -4
Cc1ccc(CCNC(=O)C2CCC(=O)N(CC3CCCCC3)C2)cc1 (stereo not drawn) | -14 | -1 | 1 | -5 | -3 | 12 | 3
CCC(=O)c1cn([C@H](CCC(OC)OC)CC(=O)OC(C)(C)C)cc1CC | -3 | 0 | -18 | -12 | -3 | -1 | -8
O=C(CN1C(=O)c2ccccc2C1=O)NC(Cc1ccccc1)C(=O)O (stereo not drawn) | -5 | -3 | 8 | -3 | 0 | 1 | 4
Cc1ncc(CC(=O)n2cc(C(=O)c3cc(Cl)ccc3O)cn2)s1 | -5 | . | . | 1 | . | . | 3
C[C@@H]1CN([C@@H](C)CO)S(=O)(=O)c2ccc(-c3ccncc3)cc2O[C@H]1CN(C)C(=O)Nc1ccc(C(F)(F)F)cc1 | 12 | 4 | 10 | -1 | 0 | -6 | -37
CCC(=O)N1[C@@H](CO)[C@@H](c2ccccc2)C12CN(C(=O)Nc1ccccc1F)C2 | -12 | 4 | 1 | . | 0 | -9 | .
Cc1ccc(CN(C)C(=O)c2cc(Br)c(Br)s2)o1 | 5 | -1 | -3 | 5 | 2 | -1 | 7
O=C(O)CC(NC(=O)C(c1ccccc1)c1ccccc1)c1ccc(F)cc1 (stereo not drawn) | . | -3 | 1 | . | 1 | -1 | .
COc1ccc(S(=O)(=O)N2CCCN(CC(=O)Nc3ccccc3F)CC2)cc1 | 5 | -3 | -4 | 1 | 2 | -1 | 2
O=c1c2ccccc2c(/C=N/c2n[nH]c(CCCO)n2)c(O)n1-c1ccccc1Cl | -35 | 2 | 10 | . | 1 | -2 | .
O=C(OC[C@@H]1[C@H]2c3ccccc3OC1(CO)N=C1SCC(=O)N12)c1ccccc1 | . | -1 | . | . | 0 | -64 | .
COc1ccc(N2CCN(C(=O)COC(=O)c3cccc(S(=O)(=O)Nc4cccc(C)c4)c3)CC2)cc1 | 2 | 0 | -1 | . | 3 | -5 | .
Cc1ccc(-n2c(=O)[nH]c3c(C(N)=O)nc(C(C)C)nc32)cc1 | -7 | -2 | 0 | -4 | -2 | -2 | 16
CCC(CC)C(=O)Nc1ccc(Nc2ccccc2)cc1 | . | -1 | 8 | . | 1 | -25 | .
O=C(Nc1ccc(OCc2ccccc2)cc1)Nc1nnc([C@H]2C[C@H](O)[C@@H](CO)O2)s1 | 17 | . | -9 | -56 | 1 | -2 | 5
COc1cccc(N2C(=O)C(CC(=O)Nc3ccc(F)cc3)N(C3CCCCC3)C2=O)c1 (stereo not drawn) | 19 | . | . | -5 | . | . | 26
COc1cc(C(=O)N(Cc2cccnc2)Cc2cc3cc4c(cc3[nH]c2=O)OCCO4)cc(OC)c1OC | -1 | . | -3 | -6 | . | . | -1
O=C(O)Cn1cnc2scc(-c3ccccc3)c2c1=O | 2 | 3 | 9 | -13 | -8 | -1 | 14
CCS(=O)(=O)N1CC2(CN(C(=O)Nc3c(C)noc3C)[C@@H](CO)c3[nH]c4cc(OC)ccc4c32)C1 | -10 | -3 | -1 | . | 0 | 0 | .
COc1ccc(CCNC(=O)CN2CCN(c3ccccc3Cl)CC2)cc1 | . | . | -1 | -6 | . | . | 3
COc1ccc(C)c2sc(NC(=O)C3=COCCO3)nc12 | -22 | 9 | 2 | 28 | 1 | 5 | 3
COc1ccccc1NC(=O)N(O)C1(C#N)CCCCC1 | 17 | 2 | 6 | . | -3 | 15 | .
C[C@H](CO)N1C[C@H](C)[C@@H](CN(C)C(=O)NC2CCCCC2)Oc2c(NC(=O)CCC(F)(F)F)cccc2C1=O | -7 | 12 | 4 | -2 | 4 | -4 | 11
CN(CCCNC(=O)Cn1c(=O)c2cccn2c2ccccc21)Cc1ccccc1 | -3 | 0 | -4 | 4 | -7 | 3 | -5
O=C(COc1ccc2ccccc2c1CN1CCOCC1)N1CCc2ccccc21 | . | . | 1 | -2 | . | . | -124
O=C(COC(=O)c1cc(NS(=O)(=O)c2cccs2)ccc1O)Nc1cc(Cl)ccc1Cl | 8 | -1 | -7 | . | -5 | -1 | .
CCSCCNC(=O)c1cncc(Br)c1 | . | . | -4 | -1 | . | . | -17
Oc1ccc(/C=N/Nc2ccc(C(F)(F)F)cn2)cc1O | -123 | 4 | . | . | . | 1 | .
O=C(NCc1ccc2c(c1)OCO2)c1ccc(-n2cnnn2)cc1 | -8 | -2 | . | -7 | -3 | 5 | 2
Cc1ccc(C(C)NC(=O)c2cccs2)cc1 (stereo not drawn) | -1 | 0 | 17 | 4 | 0 | -1 | 9
CCCCCCCCCS(=O)(=O)Nc1cc(C)ccn1 | 3 | -5 | 3 | . | 14 | -5 | .
COc1cccc(N(CC(=O)NCC2CCCO2)C(=O)CCC(=O)Nc2nccs2)c1 (stereo not drawn) | 2 | -6 | 7 | . | 1 | -2 | .
CCCC(=O)Nc1ccc2c(c1)C(=O)N(C)[C@H]1CC[C@H](CC(=O)NCc3ccccc3F)O[C@H]1CO2 | 15 | . | -1 | 1 | . | . | 17
Cc1cccc(OCCNc2ccc([N+](=O)[O-])cn2)c1 | 1 | 8 | -2 | 2 | 3 | -2 | 6
CC(C)CC(=O)Nc1nnc(S(=O)(=O)N2CCCCCC2)s1 | 25 | -6 | -5 | 0 | -8 | -5 | 7
O=C(NC1CCSC1=O)C1CCCCC1 (stereo not drawn) | 10 | . | 9 | 0 | -2 | -4 | ?
CCOc1ccc(N2CSC3=C(C#N)C(c4ccco4)CC(=O)N3C2)cc1 (stereo not drawn) | -14 | 4 | . | -4 | 23 | -4 | 19
CCOC(=O)N1CCC(N(CCN(C)C)C(=S)Nc2cccc(Cl)c2)CC1 | 5 | 0 | 0 | -2 | -8 | 1 | 6

Of the compounds above, three contain two or more sulfur atoms.
SMILES | LGR2 inh | SIRT5 inh | FN deposit inh | esBAF inh | Casp6 inh | S100A4 MyoIIA | Statin myotox sup
S=c1sc2c(Cl)ncnc2n1-c1ccccc1 | 104* | -1 | 12 | -3 | 3 | 1 | 3
O=C(COC(=O)c1cc(NS(=O)(=O)c2cccs2)ccc1O)Nc1cc(Cl)ccc1Cl | 8 | -1 | -7 | . | -5 | -1 | .
CC(C)CC(=O)Nc1nnc(S(=O)(=O)N2CCCCCC2)s1 | 25 | -6 | -5 | 0 | -8 | -5 | 7

The list goes on.
SMILES | LGR2 inh | SIRT5 inh | FN deposit inh | esBAF inh | Casp6 inh | S100A4 MyoIIA | Statin myotox sup
COC(=O)C[C@@H]1CC[C@@H]2[C@H](COc3ccc(NC(=O)c4cc(C)on4)cc3C(=O)N2C)O1 | 10 | -2 | 11 | -14 | 1 | -6 | -14
C[C@@H]1CN([C@H](C)CO)C(=O)c2cc(NC(=O)Nc3cccc4ccccc34)ccc2O[C@H]1CN(C)Cc1ccc(C(=O)O)cc1 | -4 | -6 | . | -3 | -2 | -15 | -2
COc1ccc(Cn2c(=N)c(C(=O)NCC3CCCO3)cc3c(=O)n4ccccc4nc32)cc1 (stereo not drawn) | -17 | . | . | 1 | 9 | 1 | 1
CN(CC(=O)Nc1ccc(Cl)c(C(F)(F)F)c1)C(=O)COc1cccc2cccnc12 | -17 | -1 | 0 | 4 | -2 | -3 | -10
COc1ccc(-c2ccc3[nH]c4c(c3c2)CCN2C[C@H]3[C@H](C)ON(C)[C@H]3C[C@@H]42)cc1 | -2 | -1 | . | -5 | -5 | -17 | 9
COc1ccccc1CNC(=O)CCc1c(C)nc2cc(-c3ccccc3OC)nn2c1C | 23 | -6 | 1 | . | -1 | 4 | .
